Screening data: PubChem, National Center for Advancing Translational Sciences (NCATS)
SNCA viab count: counter-screen for SNCA expression inhibitors: cell viability | HEK-293-SNCA-luc viability, GF-AFC fluorescence, 24 h | Potency, µM (titrated, usually from 57.1 µM), inactives show top-dose activity change, negative = cytotoxicity, actives largely listed as cytotoxic | 150,000 tested, 0.12% active | AID 1671193;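 note: potency is the fitted concentration of half-maximal effect; 0% = DMSO-treated cells and -100% = medium-only wells without cells; nearly all actives have a fitted effect of over 30% in size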
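HEK-293-SNCA-luc cells (1500/well) plated 24 h, then exposed 24 h to a dilution series; GF-AFC added 30 min at 37C, fluorescence 405/540 nm; normalised to medium-only and DMSO wells, Hill fit.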
GPT2 inhibitor: GPT2 alanine aminotransferase inhibition; Recombinant GPT2, coupled pyruvate oxidase/HRP Amplex Red fluorescence; Q8TD30; 100,000 tested, 0.25% active; Potency, µM (series often up to 57.7 µM), without a hit: at the highest dose activity change, negative = inhibition, actives largely listed as inhibitors; note: potency is the fitted concentration of half-maximal effect; nearly all actives have a fitted effect of over 60% in size; many of its hits are not listed in these tables
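GPT2 10ng/uL, a-KG 250uM, L-Ala 2mM, HEPES pH7.5 + 0.0001% Tween; 30 min RT. Then Amplex mix (PO/HRP/ThPP), 30 min RT dark, fluorescence. AOA 50uM used as positive control.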
NIH3T3 tox: kills NIH 3T3 cells | Potency, µM (series often up to 96.7 µM), inactives show at the top dose activity change, negative = cytotoxicity, usual class: inhibitors | 94,000 tested, 4.3% active | AID 1345082 | NIH 3T3 viability, CellTiter-Glo ATP luminescence, 48-72 h; note: potency is the fitted concentration of half-maximal effect; nearly all actives have a fitted effect of over 55% in size
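NIH 3T3 cells at 400 cells/well received 23 nL of compound by pintool and were incubated 48 or 72 h at 37 °C. Viability was read as ATP-coupled CellTiter-Glo luminescence.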
HEK cytotox: HEK 293 cell cytotoxicity; HEK 293 viability, ATP luminescence (CellTiter-Glo), 48-72 h; Potency, µM (series often up to 115 µM), for inactives: at the highest dose activity change, negative = cytotoxicity, actives largely listed as inhibitors; 94,000 tested, 6.6% active; AID 1345083; note: potency is the fitted concentration of half-maximal effect; nearly all actives have a fitted effect of over 60% in size
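Pintool-delivered compounds were incubated with HEK 293 cells (250 cells/well) at 37 degree Celsius for 48 or 72 hr. ATP-dependent luminescence (CellTiter-Glo) then reported remaining viable cells.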
FLuc inh: Photinus pyralis luciferase inhibition; P08659; purified P. pyralis luciferase, luminescence, biochemical; Potency, µM (titrated, usually from 115 µM), without a hit: at the highest dose activity change, negative = inhibition, hits mostly inhibitors; 76,000 tested, 2.5% active; AID 1347043; note: potency is the fitted concentration of half-maximal effect; nearly all actives have a fitted effect of over 65% in size
Target sequence (P08659 whole entry, looked up): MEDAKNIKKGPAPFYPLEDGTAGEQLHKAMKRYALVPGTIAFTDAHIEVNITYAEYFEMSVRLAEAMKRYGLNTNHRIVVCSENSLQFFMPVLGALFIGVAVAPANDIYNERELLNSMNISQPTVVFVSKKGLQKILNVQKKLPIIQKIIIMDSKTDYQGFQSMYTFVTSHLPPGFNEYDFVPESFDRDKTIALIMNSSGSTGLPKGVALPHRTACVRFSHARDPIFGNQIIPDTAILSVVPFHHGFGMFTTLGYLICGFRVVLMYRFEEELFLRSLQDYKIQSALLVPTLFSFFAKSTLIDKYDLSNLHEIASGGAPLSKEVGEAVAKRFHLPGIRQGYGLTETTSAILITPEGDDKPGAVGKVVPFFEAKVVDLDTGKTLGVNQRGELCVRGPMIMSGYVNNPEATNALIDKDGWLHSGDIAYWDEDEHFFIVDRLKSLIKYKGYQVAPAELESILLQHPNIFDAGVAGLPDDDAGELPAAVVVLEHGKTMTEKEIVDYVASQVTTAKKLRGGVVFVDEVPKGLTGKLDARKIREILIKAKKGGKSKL
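FLuc 10nM, D-luciferin 10uM, ATP 10uM, Mg acetate 10mM, Tris acetate pH 7.5, Tween/BSA; cpd qHTS; enzyme added last; CCD luminescence.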
SNCA expr inhib: SNCA gene expression inhibition; AID 1671194; 140,000 tested, 0.17% active; HEK-293 SNCA-luciferase knock-in, luminescence, 24 h; Potency, µM (series often up to 57.2 µM), without a hit: top-dose activity change, negative = inhibition, usual class: inhibitors;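 note: potency is the fitted concentration of half-maximal effect; plate controls were DMSO cells for no effect and cell-free wells for full effect; nearly all actives have a fitted effect of over 45% in size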
IP6K1 inhibitor: IP6K1 kinase inhibition; Q92551; IP6K1 kinase, ADP-Glo luminescence, 2 h; hits give low values; activity change, % (series mostly up to about 58 µM); 140,000 tested, 0.81% active; in the data active = activity change below about -25%
Target sequence (Q92551 whole entry, looked up): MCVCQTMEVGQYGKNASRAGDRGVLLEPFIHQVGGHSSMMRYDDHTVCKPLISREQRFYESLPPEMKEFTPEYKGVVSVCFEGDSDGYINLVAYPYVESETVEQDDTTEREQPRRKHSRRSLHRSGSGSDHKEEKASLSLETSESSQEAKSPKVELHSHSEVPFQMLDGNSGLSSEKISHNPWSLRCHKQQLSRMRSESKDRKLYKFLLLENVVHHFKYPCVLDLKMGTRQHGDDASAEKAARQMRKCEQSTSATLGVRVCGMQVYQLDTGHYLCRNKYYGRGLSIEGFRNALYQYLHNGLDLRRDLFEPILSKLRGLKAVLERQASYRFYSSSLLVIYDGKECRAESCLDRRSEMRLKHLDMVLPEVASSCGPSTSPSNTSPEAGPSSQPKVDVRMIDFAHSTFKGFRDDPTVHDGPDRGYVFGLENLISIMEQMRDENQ
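ADP-Glo luminescence measures ADP made by human IP6K1 during a 2 h RT reaction with ATP/IP6 (mix at 1.3 mM/130 uM); top library doses 57.5 and 19.1 uM final.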
* = called active by the depositor; i = inactive; ? = inconclusive; · = not tested or not shown; & = joins results of further samples; [ ] = remark or other dose. Unless noted, calls come from the whole dose curve; as a rule, active = well fitted curve in the direction sought with a large enough effect; inconclusive = small, poorly fitted or top-dose-only effect, or another doubt; inactive = no such curve, though single readings can be large; an effect the other way counts as inactive or inconclusive. Unless noted, % is set by controls: 0 for no effect and ±100 for the full control effect.

Molecule	SNCA viab count	GPT2 inhibitor	NIH3T3 tox	HEK cytotox	FLuc inh	SNCA expr inhib	IP6K1 inhibitor
O=[S+]1([O-])NCC2(CCN(Cc3ccccc3)C2)Nc2ccccc21 (configuration not stated)	-2%	i	-18%	-4%	2%	13%	-2
CCCC(=O)N1Cc2ccccc2CC2(CCN(C)C2)C1 (configuration not stated)	-1%[87.6 µM]	?	-14%[138 µM]	?	·	0%[87.6 µM]	-12
CCOc1ccccc1CNC(=O)c1cc2n(n1)CCCN(Cc1ccc(C)cc1)C2=O	-9%	·	·	·	·	-17%	-23
O=C(c1ccccc1F)N1CCCC(C(=O)N2CCC(c3nc4ncccc4[nH]3)CC2)C1 (configuration not stated)	2%	i	i	-2%	·	3%	-9
COc1ccc(N2CC(c3noc(-c4cc(F)ccc4F)n3)CC2=O)cc1 (configuration not stated)	-10%	i	-22%	1%	-10%	?	-2
COc1ccc(OC)c(NC(=O)CCNC(=O)Cn2cnc3ccccc3c2=O)c1	-3%	·	·	·	·	104%[activator]	13
O=C(O)CCC(=O)N[C@H]1CCN2C(=O)c3ccc(Cl)cc3NC(=O)[C@H]12	-8%[87.6 µM]	-56%[88.5 µM]	-15%[174 µM]	1%[172 µM]	-4%[172 µM]	12%[87.6 µM]	-5
COCC1CN(C(C)=O)CC12CCN(Cc1cccc(OC)c1)CC2 (configuration not stated)	2%	-9%	-8%	-2%	-5%	-15%	4
CCOC(=O)[C@H]1C[C@@H]2O[C@H]1[C@H]1CN(C(=O)OC)C[C@H]1[C@@H]2O	·	·	?	-25%	·	·	-11
CN(C)[C@H]1C[C@@H](Cc2cc(CCO)on2)C1(C)C	-3%[87.6 µM]	3%[88.5 µM]	3%[230 µM]	-18%[230 µM]	-1%[230 µM]	5%[87.6 µM]	-3
O=C(CN1C(=O)NC2(CCS(=O)(=O)CC2)C1=O)Nc1cc(F)cc(F)c1	1%	1%	5%	3%	-1%	13%	2
CC(=O)N1CC2(Cc3ccccc31)CN(C(=O)NC1CCCC1)C2	-9%[87.6 µM]	2%[88.5 µM]	?	-11%[172 µM]	1%[172 µM]	-2%[87.6 µM]	5
COCCN1Cc2ccccc2N(CC(O)COc2ccccc2)CCC1=O (configuration not stated)	·	·	-25%	?	·	·	-5
CC(=O)N1CCC2(CC1)CC(N(Cc1ccc(F)cc1)C1CC1)CCO2 (configuration not stated)	-9%	i	4%	-11%	0%	-16%	1
CCn1cc(CN2CCc3nn(CC4CC4)c(=O)n3CC2)cn1	-10%	-5%	-10%	-5%	-5%	-18%	-3
O=C(CN1C(=O)NC2(CCS(=O)(=O)CC2)C1=O)Nc1ccccc1	0%	i	i	-10%	0%	32%[activator]	4
C=CCNC(=O)O[C@@H]1CC[C@]2(C)C(CC[C@@H](O)[C@H]2CC(=O)NCc2ccc3c(c2)OCO3)[C@]1(C)CO (some centres not stated)	4%	?	?	-1%	-6%	5%	-6
CN(C)CCO[C@H]1C[C@@H](O)C12CCN(C(=O)Cc1ccc3ccccc3c1)CC2	-1%	-9%	1%	-3%	8%	9%	2
c1cncc(-c2nc3ncccc3[nH]2)c1	10%&2%[87.6 µM]	2%&-2%[88.5 µM]	?	-10%[230 µM]	-4%[230 µM]	-2%&14%[87.6 µM]	5&-11
Cn1ncc2c(C(=O)N3CCN(Cc4ccccc4)CC3)cc(-c3ccc([S+](C)(=O)[O-])cc3)nc21	-16%	-16%	?	-21%	·	-3%	9

In another format: results already given
O=C(c1ccccc1F)N1CCCC(C(=O)N2CCC(c3nc4ncccc4[nH]3)CC2)C1 (configuration not stated)
  SNCA viab count: 2%	GPT2 inhibitor: i	NIH3T3 tox: i	HEK cytotox: -2%	FLuc inh: ·	SNCA expr inhib: 3%	IP6K1 inhibitor: -9

COc1ccc(N2CC(c3noc(-c4cc(F)ccc4F)n3)CC2=O)cc1 (configuration not stated)
  SNCA viab count: -10%	GPT2 inhibitor: i	NIH3T3 tox: -22%	HEK cytotox: 1%	FLuc inh: -10%	SNCA expr inhib: ?	IP6K1 inhibitor: -2

Remaining list, next part.
Molecule	SNCA viab count	GPT2 inhibitor	NIH3T3 tox	HEK cytotox	FLuc inh	SNCA expr inhib	IP6K1 inhibitor
Cc1ccc(OCc2ccc(C(=O)N3C[C@H](C4CC4)[C@@H](N)C3)cc2)cc1	-12%	4%	?	?	4%	-3%	10
COc1cccc(N2CCN(S(=O)(=O)c3cc(-c4cc(C)no4)ccc3C)CC2)c1	4%	·	·	·	·	18%	10
COc1ccc(-c2nc3ccccc3o2)cc1NC(=O)c1ccc(OCC(C)C)cc1	5%	·	·	·	·	27%	1
O=C(CN1C(=O)CCSc2ccccc21)Nc1ccccc1F	-2%	·	·	·	·	14%	-11
CCN(CC)c1cc(C)c2cc(NC(=O)c3ccccc3Cl)ccc2n1	-23%	·	·	·	·	43%[activator]	1
COc1ccc(-c2noc(-c3cccn3CC(=O)Nc3cccc(F)c3)n2)cc1F	0%	i	-1%	7%	0%	82%[activator]	31
O=C(CSc1nc(=O)n(CCN2CCOCC2)c2c1CCC2)Nc1ccccc1	-1%	·	·	·	·	11%	12
N#Cc1ccc(CN2CCCC(c3nc(-c4cnccn4)no3)CCNC(=O)CC2)cc1 (configuration not stated)	-5%	i	-18%	-6%	4%	2%	15
O=C(NCC1CN(S(=O)(=O)c2cccnc2)CC12CCOCC2)N1CCCC1 (configuration not stated)	-2%	i	-11%	-17%	·	12%	-6
Cc1ccc(S(=O)(=O)n2nc(C)c(S(=O)(=O)N3CCC(C)CC3)c2C)cc1	-13%	·	·	·	·	-7%	12
O=C(Cc1c[nH]c2ccccc12)N1CCC2(CC1)CC(CO)N(C(=O)c1ccccc1)C2 (configuration not stated)	-3%	i	-17%	-9%	7%	43%[activator]	6
O=C(NC1CC1)c1nc2sccn2c1-c1ccc(F)cc1	-6%[87.6 µM]	i	-19%[138 µM]	-11%[172 µM]	·	-12%[87.6 µM]	2
O=C(c1cccs1)N1CCC(N2CC(OCC3CC3)C23CCOCC3)CC1 (configuration not stated)	4%	1%	-16%	-13%	5%	22%	-1
O=C(c1ccn[nH]1)N1CCc2n[nH]c(=O)n2CC1	-8%	-6%	4%	i	0%	28%	-1
O=C1COc2ccc(-c3ccoc3)nc2CN1Cc1ccccc1	?	i	?	?	-5%[172 µM]	?	5
CC(=O)Nc1ccccc1-c1nc2ccccc2n(CC(=O)Nc2ccc(C)c(Cl)c2)c1=O	2%	·	·	·	·	5%	15
O=C(c1ccc(OC2CCN(C(=O)C3CCOC3)CC2)nc1)N1CCOCC1 (configuration not stated)	9%	i	-14%	-25%	-5%	-5%	13
CN1CCC(NC(=O)c2n[nH]c3c2CN(C(=O)c2ccc(F)cc2F)CC3)CC1	-6%	2%	-23%	?	9%	-16%	2
Cc1nnc2ccc(N3CCC(NC(=O)C4CCCC4)CC3)nn12	·	·	?	?	·	·	-5
COc1ccc(N2CCN(C(=O)c3nc(SC)ncc3Cl)CC2)cc1	-9%	·	·	·	·	3%	4

Looked up above:
Reading for O=C(CSc1nc(=O)n(CCN2CCOCC2)c2c1CCC2)Nc1ccccc1 under IP6K1 inhibitor: 12
Reading for c1cncc(-c2nc3ncccc3[nH]2)c1 under IP6K1 inhibitor: 5&-11
Reading for O=C(NCC1CN(S(=O)(=O)c2cccnc2)CC12CCOCC2)N1CCCC1 (configuration not stated) under SNCA expr inhib: 12%

Continued:
Molecule	SNCA viab count	GPT2 inhibitor	NIH3T3 tox	HEK cytotox	FLuc inh	SNCA expr inhib	IP6K1 inhibitor
Cc1cc(CN(C)C(=O)c2csc3nc(-c4cccc(C(F)(F)F)c4)cn23)on1	1%	?	?	?	?	-5%	16
Brc1ccc(Nc2c3c(nc4nncn24)CCC3)cc1	-2%	·	·	·	·	9%	-6
Cc1ccccc1C(=O)N1CCC(C(=O)N2CCC(N3CCCC3=O)CC2)CC1	-5%	?	-18%	0%	·	4%	25
COc1ccc(C(=O)NC[C@H]2O[C@H](Cc3cc(COc4ccccc4)on3)CC[C@@H]2O)cc1	-15%	-19%	?	?	-13%	-6%	-3
CCc1nn2c(=O)cc(COC(=O)c3cccc(NC(=O)COc4ccccc4)c3)nc2s1	-8%	·	·	·	·	139%[activator]	33
Cn1cccc1C(=O)N1C[C@@H](CO)[C@H](c2nc(C3CC3)no2)C1	5%	-6%	i	i	3%	-14%	-9
O=C(Cc1ccc(C(F)(F)F)cc1)NC1CCN(Cc2ccc(-c3ccsc3)cc2)C1 (configuration not stated)	-17%	-4%	?	35µM*	·	?	7
COc1cccc(NC(=O)NC[C@H]2O[C@@H](CO)[C@@H](O)[C@H]2N(C)CCN(C)C)c1	1%	-5%	i	-4%	6%	?	-6
COc1ccc(C(=O)N2CCN(c3cc(-c4cccs4)[nH]n3)CC2)c(C)c1	0%	i	?	50µM*	5%	-6%	1
C#CCNC(=O)C[C@@H]1c2nc(NC(=O)c3c(F)cccc3F)sc2C[C@@H]2[C@](C)(CO)[C@H](O)CC[C@]21C	0%	0%	-20%	-12%	2%	6%	-1
Cc1ccc2c(c1)nc1n2[C@@H](CNS(=O)(=O)c2ccccc2)COC1	-22%[87.6 µM]	0%[88.5 µM]	?	?	-8%[172 µM]	9%[87.6 µM]	-6
COc1ccccc1C1CNC(=O)c2nc(-c3cc(C(C)(C)C)[nH]n3)[nH]c2C1 (configuration not stated)	-1%	-9%	?	?	?	14%	7
COc1ccc(-c2cc(N3CCCN(C(=O)c4ccc(NC(C)=O)cc4)CC3)n[nH]2)cc1	-4%	?	-3%	-18%	-3%	-6%	1
CCCc1cnc(C)nc1N1CCC(c2nnc(CN(C)C)n2CC)CC1	0%	0%	-24%	-20%	10%	12%	22
Cc1ocnc1C(=O)N1CCc2nc(N)nc(N3CC[C@H](O)C3)c2CC1	2%	-1%	-4%	1%	-2%	?	-5
COc1cc(C)c2c(c1C)C[C@H]([C@H](C)C(=O)NC1CCCC1)CC2	-20%[87.6 µM]	-9%[88.5 µM]	?	40µM*	5%[172 µM]	-15%[87.6 µM]	-12
COCCn1c(=O)[nH]c2cc(C(=O)N3CCN(c4ccccc4)CC3)ccc2c1=O	5%	·	·	·	·	46%[activator]	-6
CC(C)(C)C1CCC2(CC1)NC(=O)N(CC(=O)NCc1ccc3c(c1)OCO3)C2=O (configuration not stated)	-6%	-10%	?	-10%	1%	-5%	7
O=C(NCCc1ccccc1)c1nnn2c1COC(c1ccc(Br)cc1)C2 (configuration not stated)	1%	i	-22%	7%	10%	13%	20
COc1ccc(OC)c(NC(=O)c2cc(S(=O)(=O)NCCc3ccc(Cl)cc3)ccc2F)c1	5%	·	·	·	·	-11%	-3
CC(C)(C)CC(=O)N[C@H]1C[C@@H](Cc2cc(CN3CCN(c4ccccc4)CC3)on2)C1(C)C	-14%	?	?	25µM*	-2%	?	12
OC(c1cccc(C(F)(F)F)c1)c1nc(Nc2cccc(Cl)c2)n[nH]1 (configuration not stated)	-22%[87.6 µM]	i	50µM*	63µM*	0%[172 µM]	?	3
O=C(Nc1nc2ccc(S(=O)(=O)N3CCCC3)cc2s1)c1ccc(F)cc1	13%	·	·	·	·	-5%	-5
